HePTP inh: human HePTP phosphatase inhibition | P35236 | recombinant HePTP phosphatase activity, OD absorbance | inhibition, % at 20 µM | actives 0.64% (n = 110,000) | AID 521; in the data active = inhibition above about 50%;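 also: plate controls were vehicle for no effect and reference inhibitor for full effect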
Target sequence (P35236 whole entry, looked up): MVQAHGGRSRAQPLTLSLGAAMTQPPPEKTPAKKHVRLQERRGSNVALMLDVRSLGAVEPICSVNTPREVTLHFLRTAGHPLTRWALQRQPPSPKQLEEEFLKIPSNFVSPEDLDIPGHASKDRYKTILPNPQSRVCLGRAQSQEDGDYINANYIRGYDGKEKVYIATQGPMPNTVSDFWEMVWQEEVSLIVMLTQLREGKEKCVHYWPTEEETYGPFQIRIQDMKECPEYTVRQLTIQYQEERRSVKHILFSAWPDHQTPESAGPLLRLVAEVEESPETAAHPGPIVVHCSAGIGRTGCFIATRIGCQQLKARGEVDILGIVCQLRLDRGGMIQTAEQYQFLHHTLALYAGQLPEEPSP
BAP1 block: blocks human BAP1 ubiquitin-AMC hydrolysis; Q92560; recombinant BAP1, Ub-AMC hydrolysis fluorescence kinetic; stronger effect = lower value; activity remaining (% of control), % at 20 µM; actives 0.48% (n = 72,000);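 active = activity remaining at or below 50% of control, provided the compound also passes the data quality filters; inactive = the rest, including low values that fail the filters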;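 also: 100% = DMSO wells rate and 0% = substrate alone blank rate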
Target sequence (Q92560 whole entry, looked up): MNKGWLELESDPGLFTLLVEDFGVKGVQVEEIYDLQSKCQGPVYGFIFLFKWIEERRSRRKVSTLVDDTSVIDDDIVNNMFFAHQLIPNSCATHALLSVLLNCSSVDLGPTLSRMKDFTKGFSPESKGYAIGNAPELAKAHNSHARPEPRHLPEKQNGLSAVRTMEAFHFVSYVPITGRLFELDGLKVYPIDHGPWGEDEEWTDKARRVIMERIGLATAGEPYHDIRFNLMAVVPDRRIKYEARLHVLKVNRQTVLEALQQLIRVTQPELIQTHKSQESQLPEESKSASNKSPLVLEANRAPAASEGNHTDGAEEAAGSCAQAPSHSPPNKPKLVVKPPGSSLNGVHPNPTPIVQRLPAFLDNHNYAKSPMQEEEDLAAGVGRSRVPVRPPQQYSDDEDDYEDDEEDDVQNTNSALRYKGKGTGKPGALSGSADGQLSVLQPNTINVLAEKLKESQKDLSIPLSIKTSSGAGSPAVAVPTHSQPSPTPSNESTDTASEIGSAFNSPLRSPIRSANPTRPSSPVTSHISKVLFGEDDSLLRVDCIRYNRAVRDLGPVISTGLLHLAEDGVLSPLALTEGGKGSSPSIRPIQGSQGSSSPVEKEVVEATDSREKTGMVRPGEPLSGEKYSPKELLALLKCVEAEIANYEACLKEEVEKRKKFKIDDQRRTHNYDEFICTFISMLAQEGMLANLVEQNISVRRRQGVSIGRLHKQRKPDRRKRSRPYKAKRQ
* hit, by the source's call; x = not tested or not shown; & = joins results of further samples. This is a random part of the collection. About 0.7% of those tested had a hit in this group.

SMILES	HePTP inh	BAP1 block
COc1ccccc1C(=O)Nc1cccc(C(F)(F)F)c1	11	x
COc1ccccc1NC(=O)CN1CCN(CC(=O)Nc2ccc(Cl)c(C(F)(F)F)c2)CC1	4	85
C1CCN=C(Nc2nn[nH]n2)CC1	-6	73
COc1ccc2c(c1)N1CCN=C1N2C	5	101
Cc1nn2c(-c3ccncc3)nnc2c2ccccc12	9	92
Cc1ccc2c(C)nc(SCc3ccc(Cl)cc3)nc2c1	x	234
O=C(O)CCCNC(=O)OCc1ccccc1	1	x
CCN(CCNC(=O)Nc1ccc(Cl)cc1)c1ccccc1	4	66
O=C(Cn1cnc2ccccc2c1=O)Nc1ccc(-c2nnc3n2CCCCC3)cc1	8	113
CCOc1ccc(S(=O)(=O)N(C)c2ccc(OCC(=O)Nc3ccc4[nH]c(=O)[nH]c4c3)cc2)cc1	3	x
CC(C)c1ccccc1NC(=O)COc1ccc2ccccc2c1	3	x
CCOC(=O)C1=C(O)/C(=C/c2ccc(N(CC)CC)cc2)SC1=Nc1ccccc1	6	x
Cc1occc1C(=O)Nc1sc2c(c1C#N)CCC(C)C2 (centres undefined)	12	x
CCc1ccccc1N(CC(=O)N1CCCC1)S(C)(=O)=O	-10	x
COc1ccc(Br)cc1/C=C1/SC(=S)N(Cc2ccccc2)C1=O	-15	x
COc1ccc(-c2nnc3ccc(C(F)(F)F)cn23)c(OC)c1	8	x
Cc1cc(C)nc(SCc2nnc(SCC(=O)Nc3ccc(C)c(C)c3)o2)n1	-5	90
COC(=O)c1sc2nc(CN3CCOCC3)nc(N3CCOCC3)c2c1C	2	78
CCOC(=O)c1cccc(NC(=O)c2ccco2)c1	4&-5	93
CCOC(=O)CSC1=C(C#N)C(=O)NC(c2ccc(OC)c(OC)c2)S1 (centres undefined)	-2	68
CC(=O)N1CCN=C1SCc1ccc(F)cc1	2	93
COc1ccc(N(CC(=O)NCc2cccs2)S(=O)(=O)c2c(C)n[nH]c2C)cc1	2	103
COc1ccccc1NC1SC(=O)N(c2ccccc2)C1=O (centres undefined)	-3	103
Clc1ccc(N2COc3ccc4ccccc4c3C2)cc1	8	x
CCOC(=O)N1CCN(C(=O)COc2ccc(S(=O)(=O)NC3CCCCC3)cc2C)CC1	8	86
CSc1cccc(NC(=O)CN(C)S(=O)(=O)c2ccc(F)cc2)c1	1	86
Cc1ccnc(SCCn2c(N3CCC(C)CC3)nc3c2c(=O)[nH]c(=O)n3C)n1	8	94
COc1ccc(CN2CCN(C(=O)c3cccs3)CC2)cc1Br	6&-9	88
CC(CN1CCCC(C(N)=O)C1)c1ccccc1 (centres undefined)	5	91
Cc1ccc(NC(=O)c2cc3ccccc3o2)c([N+](=O)[O-])c1	7	x
O=C(O)c1cccc(CSc2nnc(Cc3ccccc3)o2)c1	7	127
COc1ccc(Cl)cc1NC(=O)c1cc(-c2ccccc2Cl)nc2ccccc12	-8	x
c1ccc(/N=C2\N=C(Nc3ccccn3)c3ccccc32)nc1	2	98
COC(=O)C1=C(C)N(Cc2cccnc2)C(=O)/C1=C\c1ccc(Br)cc1	-8	x
CC(=O)C1(O)C(C)CC2C3CCC4CC(O)CCC4(C)C3=CCC21C (centres undefined)	2	92
Cc1ccc(NS(=O)(=O)c2cc(C(=O)O)ccc2Cl)cc1	4	x
CC(=O)CC(=O)NCc1ccccc1Cl	-10	x
CCOC(=O)c1cn(-c2ccccc2)nc1-c1cccnc1	10	84
CCSc1nc2c(cnn2-c2ccc(C)c(C)c2)c(=O)[nH]1	9	71
CCCc1cc(=O)[nH]c(SCC(=O)OCc2ccccc2)n1	4	95
COC(=O)c1cc(-c2c(C)oc3cc(OC)ccc3c2=O)c(C)o1	4	118
Cc1c(Br)c(C(F)(F)F)nn1CC(=O)N1CCCC1	-9	x
O=C(O)C1C2C=CC(C2)C1C(=O)NC1CCN(Cc2ccccc2)CC1 (centres undefined)	2	99
O=C(Cn1cc2c(n1)CCCC2)NCCCN1CCCC1	6	101
COc1ccccc1NC(=O)CSc1nnc(NC(=O)CSc2nnc3n(N)cnn23)s1	-10	x
COCCn1nnnc1CN(Cc1cccnc1)Cc1cc2cc(OC)ccc2[nH]c1=O	10	x
CCCC(=O)Nc1nnc(COC)s1	4	101
C(=C(\c1ccccc1)c1nc2ccccc2[nH]1)/c1ccco1	5	x
COc1ccc(C2=C/C(=C/c3ccco3)C(=O)O2)cc1	31	x
Cc1c(Cc2ccccc2)c(=O)oc2cc(OC(C)C)ccc12	x	129

The results go on:
SMILES	HePTP inh	BAP1 block
CN1CCN(CCN2CCn3c2nc2ccccc23)CC1	7&-5	98
COc1ccccc1-c1cc(C2CC2)nc(N)c1C#N	-5	x
COC(=O)c1nc2n(n1)C(c1cccc(Cl)c1)C1=C(CC(C)(C)CC1=O)N2 (centres undefined)	4	92
CN(CCc1ccccn1)S(=O)(=O)c1ccccc1F	-1	x
COC(=O)c1ccccc1NC(=O)Nc1cnccn1	8	100
COc1ccc(/C=C(\NC(=O)c2ccc(OC)cc2)C(=O)NCc2ccco2)cc1	-10	x
CC(=O)c1ccc(NC(=S)NC(NC(=O)c2ccc(Cl)cc2Cl)C(Cl)(Cl)Cl)cc1 (centres undefined)	2	x
CN(C)CCCNC(=O)c1ccc(F)cc1	2	x
COc1ccc(C2Nc3ccccc3C(=O)N2c2ccc(C)cc2)cc1Cn1nnc2ccccc21 (centres undefined)	0	x
CCN(CC)S(=O)(=O)c1cccc(C(=O)N2CCCCC2)c1	9	94

Shown bar-delimited: entries from further up.
smiles | HePTP inh | BAP1 block
O=C(O)C1C2C=CC(C2)C1C(=O)NC1CCN(Cc2ccccc2)CC1 (centres undefined) | 2 | 99
O=C(Cn1cc2c(n1)CCCC2)NCCCN1CCCC1 | 6 | 101
COc1ccccc1NC(=O)CSc1nnc(NC(=O)CSc2nnc3n(N)cnn23)s1 | -10 | x
COCCn1nnnc1CN(Cc1cccnc1)Cc1cc2cc(OC)ccc2[nH]c1=O | 10 | x
CCCC(=O)Nc1nnc(COC)s1 | 4 | 101
C(=C(\c1ccccc1)c1nc2ccccc2[nH]1)/c1ccco1 | 5 | x
COc1ccc(C2=C/C(=C/c3ccco3)C(=O)O2)cc1 | 31 | x
Cc1c(Cc2ccccc2)c(=O)oc2cc(OC(C)C)ccc12 | x | 129
CN1CCN(CCN2CCn3c2nc2ccccc23)CC1 | 7&-5 | 98
COc1ccccc1-c1cc(C2CC2)nc(N)c1C#N | -5 | x
COC(=O)c1nc2n(n1)C(c1cccc(Cl)c1)C1=C(CC(C)(C)CC1=O)N2 (centres undefined) | 4 | 92
CN(CCc1ccccn1)S(=O)(=O)c1ccccc1F | -1 | x
COC(=O)c1ccccc1NC(=O)Nc1cnccn1 | 8 | 100
COc1ccc(/C=C(\NC(=O)c2ccc(OC)cc2)C(=O)NCc2ccco2)cc1 | -10 | x
CC(=O)c1ccc(NC(=S)NC(NC(=O)c2ccc(Cl)cc2Cl)C(Cl)(Cl)Cl)cc1 (centres undefined) | 2 | x
CN(C)CCCNC(=O)c1ccc(F)cc1 | 2 | x
COc1ccc(C2Nc3ccccc3C(=O)N2c2ccc(C)cc2)cc1Cn1nnc2ccccc21 (centres undefined) | 0 | x
CCN(CC)S(=O)(=O)c1cccc(C(=O)N2CCCCC2)c1 | 9 | 94

New compounds follow.
SMILES	HePTP inh	BAP1 block
Cc1nn(CC(=O)Nc2ccccn2)c(=O)c2ccccc12	6	73
O=C1c2ccccc2-c2onc3ccc(Sc4ccccc4)c1c23	-3	72
O=c1cc(CO)oc(CN2CCC(Cc3ccccc3)CC2)c1O	2	69
COc1ccc(NC(=O)C2CCCN2S(=O)(=O)c2ccc3c(c2)CCC(=O)N3)cc1 (centres undefined)	1	97
Cc1ccc(N=C2NC(=O)/C(=C/c3ccc(O)c([N+](=O)[O-])c3)S2)cc1Cl	102*	x
CCOC(=O)c1cccc(NC(=O)C2CCCN(S(=O)(=O)c3cnc[nH]3)C2)c1 (centres undefined)	6	95
O=C(Nc1ccc(Br)cc1)C(Cc1ccccc1)N1C(=O)c2ccccc2C1=O (centres undefined)	x	187
COc1ccc(C(=O)Nc2ccc(Cl)cn2)cc1Br	5	x
Cc1cn([C@H]2C[C@@H](O)[C@@H](CO)O2)c(=O)n(C)c1=O	0	x
CC(=O)NC(=O)NC1CSCC1OC(C)=O (centres undefined)	16	101
Cc1ccc(NC(=O)COc2ccc(Cl)cc2Cl)nc1	-16	x
CC(C)(C)NC(=O)NC(=O)COc1ccccn1	1	102
COc1ccccc1CNC(=O)CC(NS(=O)(=O)c1ccc(C)cc1)c1ccco1 (centres undefined)	15	108
CCOc1ccc(C(=O)Nc2cc(C(F)(F)F)cc(C(F)(F)F)c2)cc1	-9	x
CC(C)C(=O)Nc1cccc(C(=O)NCc2ccc(S(N)(=O)=O)cc2)c1	4	107
CC(C)(C)n1nnnc1C(c1cccc(C#N)c1)N1CCC(Cc2ccccc2)CC1 (centres undefined)	10	111
O=C1C(C=NCCCN2CCCC2=O)=C(O)c2ccccc21	1	92
COc1ccc(N2C(=O)C(Cl)=C(N3CCN(C)CC3)C2=O)cc1	-3	x
COc1cc(OC)cc(C(=O)Nc2cccc(NC(C)=O)c2)c1	4&-4	94
c1ccc(Nc2nc(-c3ccncc3)cs2)nc1	10&4	86
COC(=O)CCC(=O)N1CCc2cc(S(=O)(=O)N3CCc4ccccc43)ccc21	-12	72
Cc1ccc(S(=O)(=O)C2(C(=O)NCc3ccc4c(c3)OCO4)CC2)cc1	-1	92
Cc1nn(Cc2ccccc2Cl)c(C)c1N	-5	86
CC(C)CN1C(=O)/C(=C/c2cccc3ccccc23)SC1=S	5	x
Cc1ccc2nc(/C(C#N)=C/c3cc(Br)ccc3OCc3ccccc3)[nH]c2c1	-13	x
COc1cc2[nH]c(=S)n(CC3CCCO3)c(=O)c2cc1OC (centres undefined)	-6	54
O=C(CSc1nnc(-c2ccc(S(=O)(=O)N3CCOCC3)cc2)o1)c1ccccc1F	5	94
COc1ccc(NC(=O)Nc2ccc(Oc3ccccc3)cc2)cc1OC	-2	x
O=C(NC(=S)Nc1ccc(-c2nc3ccccc3s2)cc1)c1ccccc1Cl	-4	x
CC(C)CC(NC(=O)c1ccccc1)C(=O)OCC(=O)Nc1cccc2ccccc12 (centres undefined)	-4	x
CC(=O)N(Cc1ccc2c(c1)OCO2)C1CC(=O)N(c2ccc(Br)cc2)C1=O (centres undefined)	-12	x
S=C(c1ccc(N2CCOCC2)cc1)N1CCCCC1	-9	x
CCCC1CCC(C(=O)Nn2c(C)nc3ccccc3c2=O)CC1 (centres undefined)	10	97
O=C1C2C3C=CC(C3)C2C(=O)N1c1cccc(Oc2cccc(Oc3cccc(N4C(=O)C5C6C=CC(C6)C5C4=O)c3)c2)c1 (centres undefined)	0	x
CCOC(=O)c1cccc(NC2c3ccccc3C(=O)N2Cc2ccco2)c1 (centres undefined)	15	100
Cc1ccc(-n2ncc3c(=O)[nH]c(SCC(=O)N4CCCC4)nc32)cc1C	-3	96
O=c1c2ccccc2ncn1-c1ccc([N+](=O)[O-])cc1C(F)(F)F	-4	x
COc1ccc(Cl)cc1C(=O)Nc1cc(C(F)(F)F)ccc1Cl	-8	x
Nc1ccc(S(=O)(=O)Nc2nccc(/C=C\c3ccccc3Cl)n2)cc1	-8	x
Cc1oc2ccc(OC(C)C(=O)O)cc2c1C(=O)OC(C)C (centres undefined)	-8	x
CCOC(=O)C1=C(CSc2nc(C)ccc2C#N)OC(N)=C(C#N)C1c1cccc(OC)c1OC (centres undefined)	3	x
CCC(OC(=O)CC1Sc2ccccc2NC1=O)C(=O)NCC1CCCO1 (centres undefined)	7	93
Cc1cc(=O)[nH]c(N2CCN(Cc3ccccc3)CC2)n1	4	126
COCCN1C(=O)/C(=C\c2ccccc2[N+](=O)[O-])C(C(=O)OC)=C1C	-8	x
COCCCNC(=O)c1cc(Cl)ccc1Cl	-9	x
O=C(NCc1ccccc1)NC1CCCCC1	2	81
O=C(CN1C(=O)c2cccc3cccc1c23)N1CCN(c2cccc(Cl)c2)CC1	2	69
Cn1c(Cn2c(=O)sc3ccccc32)nnc1SCC(=O)NCC1CCCO1 (centres undefined)	10	102
COc1ccc(C(=O)N2CCN(C3CCCC3)CC2)cc1	0	x
O=C(CN1CCN(C(=O)c2ccco2)CC1)Nc1ccc(Cl)c(C(F)(F)F)c1	9	97

HePTP inh: what is marked active above
SMILES	HePTP inh	BAP1 block
Cc1ccc(N=C2NC(=O)/C(=C/c3ccc(O)c([N+](=O)[O-])c3)S2)cc1Cl	102*	x

Carrying on.
SMILES	HePTP inh	BAP1 block
CCOP(=O)(c1ccc(N(C)C)cc1)C(O)c1ccc(Cl)cc1 (centres undefined)	5	105
COc1ccc(S(=O)(=O)Oc2ccccc2)cc1	4	x
CCOC(=O)c1ccccc1NC(=O)CN(c1ccc(OC)cc1OC)S(C)(=O)=O	-7	x
COc1ccc(NC(=O)N(Cc2cc3cc(OC)ccc3[nH]c2=O)CC2CCCO2)cc1 (centres undefined)	6	x
O=C(CCCNc1ccccc1)N/N=C/c1cccnc1	3	x
Cc1cccc(N2C(=O)/C(=C/c3ccccc3Cl)SC2=S)c1C	-5	x
Cc1ccc(Cl)cc1N(CC(=O)N1CCCCCC1)S(C)(=O)=O	-7	x
O=C(Nc1ccc(Cl)cc1)N1CCN(c2ccc3nnc(-c4ccc(F)cc4)n3n2)CC1	6	74
NCCCCCc1nnc(SC/C=C/c2ccccc2)o1	4	98
COc1cc(C2c3c(-c4cc(C)cc(C)c4O)n[nH]c3C(=O)N2CCCO)cc(OC)c1OC (centres undefined)	-2	84
COc1ccccc1NC(=O)CSc1nnc(Cc2cc(=O)[nH]c(=O)[nH]2)n1-c1ccccc1	2	95
CCN(C(=O)c1ccco1)c1nc(CC(=O)Nc2ccc(Cl)cc2)cs1	-1	107
COc1ccc2c(Cl)c(C(=O)NCCCn3ccnc3)sc2c1	11	81
CCn1c(Cc2ccccc2)nnc1SCC(=O)Nc1ccc(S(N)(=O)=O)cc1	8	59
CC(C)(C)NC(=O)c1cccc(Oc2ccc([N+](=O)[O-])cc2)c1	10	x
CCn1c2ccccc2c2cc(N)ccc21	-15	565
COc1cccc(C2NC(=O)c3ccccc3O2)c1OC (centres undefined)	-11	108
CCOc1ccc(/C=C2/Sc3ccccc3C2=O)cc1OCC	-1	x
S=C(c1ccc(-c2ccc(Cl)c(Cl)c2)o1)N1CCOCC1	9&7	55
